LYPLA2 counter – blocks human lysophospholipase 2, a PME1 counter-screen; 320,000 tested, 0.38% active; AID 2177; O95372; inhibition, % at 5.9 µM; recombinant LYPLA2, FP-Rh probe fluorescence polarization;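 active means inhibition above the screen-wide mean plus 3 SD, limit set per campaign, cut at about 26% in these data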;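 further: 0% = LYPLA2 with DMSO and 100% = wells lacking LYPLA2 enzyme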
pPAFAH FP inh – inhibitors of human plasma PAF acetylhydrolase (pPAFAH) | 330,000 tested, 1.5% active | recombinant pPAFAH, FP-rhodamine probe fluorescence polarization | Q13093 | inhibition, % at 3.39 µM;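 active means inhibition above the mean inhibition across the screen plus 3 SD, cut at about 25% in these data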;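 further: inhibitors block binding of the rhodamine activity-based probe so polarization drops; 0% = enzyme with DMSO and 100% = wells lacking pPAFAH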
PAFAH1B3 FP inh – inhibitors of human PAFAH1B3. AID 492972. 340,000 tested, 0.28% active. Q15102. inhibition, % at 3.39 µM. recombinant PAFAH1B3, FP-rhodamine probe, fluorescence polarization;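 active means inhibition above the screen-wide average of all tested compounds plus 3 SD, cut at about 25% in these data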;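 further: 0% = enzyme with DMSO only and 100% = wells lacking PAFAH1B3 protein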
Target sequence (Q15102 whole entry, looked up): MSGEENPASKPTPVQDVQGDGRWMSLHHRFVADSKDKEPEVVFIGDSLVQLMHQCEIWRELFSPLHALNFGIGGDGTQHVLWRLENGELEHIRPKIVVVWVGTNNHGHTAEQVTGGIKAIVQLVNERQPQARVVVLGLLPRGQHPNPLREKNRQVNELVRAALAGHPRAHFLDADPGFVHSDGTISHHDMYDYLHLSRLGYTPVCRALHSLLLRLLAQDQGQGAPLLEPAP
PAFAH2 FP inh – inhibitors of human PAFAH2; Q99487; recombinant PAFAH2, FP-rhodamine activity probe, fluorescence polarization; inhibition, % at 3.39 µM; 340,000 tested, 0.99% active; AID 492956;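 active means inhibition above the mean over all tested compounds plus 3 SD, cut at about 30% in these data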;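 further: inhibitors block probe labeling of enzyme so polarization drops; 0% = enzyme with DMSO and 100% = wells lacking PAFAH2 protein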
EBNA-1 inh – blocks EBNA-1 binding to DNA. AID 1950. inhibition, % at 14.8 µM. 300,000 tested, 0.34% active. EBNA-1 DNA binding, fluorescence polarization; in the data active means inhibition above about 28%
LYPLA1 inh – blocks human lysophospholipase 1, a PME1 counter-screen. 320,000 tested, 0.16% active. AID 2174. recombinant LYPLA1, FP-Rh probe fluorescence polarization. inhibition, % at 5.9 µM;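 active means inhibition above the mean of all tested compounds plus 3 SD, set per campaign, cut at about 14% in these data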;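 further: inhibitors block serine hydrolase probe labeling of LYPLA1 so polarization falls; 0% = enzyme with DMSO and 100% = wells lacking LYPLA1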
PAFAH1B2 inh – PAFAH1B2 (human) inhibition | AID 492953 | P68402 | 340,000 tested, 1.2% active | inhibition, % at 3.39 µM | recombinant PAFAH1B2, FP-rhodamine activity probe, fluorescence polarization;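 active means inhibition above the mean of all tested compounds plus 3 SD, cut at about 24% in these data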;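 further: 0% = enzyme with DMSO and 100% = wells lacking PAFAH1B2; many of its hits are not listed in these tables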
PREPL inh – inhibits the human prolyl oligopeptidase-like enzyme. 320,000 tested, 0.68% active. inhibition, % at 5.96 µM. AID 2751. Q4J6C6. recombinant PREPL, fluorescence polarization activity-based probe; in the data active means inhibition above about 43%;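 further: 0% = enzyme with DMSO and 100% = wells lacking enzyme; many of its hits are not listed in these tables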
Target sequence (Q4J6C6 whole entry, looked up): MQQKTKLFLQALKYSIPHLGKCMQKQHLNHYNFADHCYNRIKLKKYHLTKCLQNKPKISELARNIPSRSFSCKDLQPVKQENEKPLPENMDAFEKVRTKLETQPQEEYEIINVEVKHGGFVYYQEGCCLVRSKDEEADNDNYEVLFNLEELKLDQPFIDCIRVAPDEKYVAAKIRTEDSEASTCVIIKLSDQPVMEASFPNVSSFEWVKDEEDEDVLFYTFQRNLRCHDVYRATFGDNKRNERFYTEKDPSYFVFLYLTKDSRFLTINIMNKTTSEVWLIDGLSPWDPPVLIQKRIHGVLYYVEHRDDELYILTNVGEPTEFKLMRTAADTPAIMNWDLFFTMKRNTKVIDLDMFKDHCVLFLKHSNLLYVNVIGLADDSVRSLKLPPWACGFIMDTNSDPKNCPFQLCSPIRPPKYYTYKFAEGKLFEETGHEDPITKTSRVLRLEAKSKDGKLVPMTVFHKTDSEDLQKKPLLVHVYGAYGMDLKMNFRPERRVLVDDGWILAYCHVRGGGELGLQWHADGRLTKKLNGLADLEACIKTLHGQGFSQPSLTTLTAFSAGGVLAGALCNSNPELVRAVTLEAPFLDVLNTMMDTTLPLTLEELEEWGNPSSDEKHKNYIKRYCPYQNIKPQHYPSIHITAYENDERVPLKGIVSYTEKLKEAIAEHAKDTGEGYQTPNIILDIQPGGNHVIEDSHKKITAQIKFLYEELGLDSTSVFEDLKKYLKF
ZTA counter – counter-screen for EBNA-1 inhibitors: inhibitors of Epstein-Barr virus ZTA | P03206 | ZTA-DNA binding, fluorescence polarization | inhibition, % at 11 µM | 320,000 tested, 0.15% active | AID 2234; in the data active means inhibition above about 33%
An asterisk follows results filed as active; / = no result given. The list is partial (hit frequency here may not be typical).

SMILES	LYPLA2 counter	pPAFAH FP inh	PAFAH1B3 FP inh	PAFAH2 FP inh	EBNA-1 inh	LYPLA1 inh	PAFAH1B2 inh	PREPL inh	ZTA counter
CCn1nc(C)cc1C(=O)N1CCCC(N2CCN(c3ccccc3OC)CC2)C1 (stereo not given)	7	2	5	-3	4	2	1	12	-12
Nc1nonc1-n1nnc(C(=O)N/N=C/c2ccccc2)c1CSc1ccccc1	-2	-7	/	/	0	-1	/	18	3
CC(C)(C)C(=O)COC(=O)CCc1nc2ccccc2[nH]c1=O	0	-2	3	0	-13	-1	4	12	1
COc1cc(NC(=O)CN(C)Cc2ccc(OC(F)F)cc2)c(C)cc1[N+](=O)[O-]	5	4	4	-1	16	2	0	20	-17
COc1ccc(C)cc1NC(=O)c1ccc(OC(F)F)cc1	0	-1	4	2	-6	2	4	15	2
CCc1ccccc1Nc1nc2ccccc2n1C	0	1	9	2	7	-1	4	-5	-9
O=C(Nc1nc2ccccc2s1)c1ccc2c(c1)OCO2	-9	-4	1	0	3	-4	-1	-1	-1
COc1ccc(-c2nnc(NC(=O)c3ccccc3[N+](=O)[O-])s2)c(OC)c1	5	-2	-3	5	-2	1	4	12	-3
CCN1C(=O)C(O)(CC(=O)c2ccc(-n3cccc3)cc2)c2ccccc21 (stereo not given)	0	5	5	3	3	-3	-2	2	0
COc1ccc(-c2cccc(-c3cc(=O)oc4cc(OC)c(OC)c(OC)c34)c2)cc1	/	2	2	4	/	/	2	/	/
COc1cc(NC(=O)C2CCCO2)c(OC)cc1Cl (stereo not given)	-5	-4	11	-2	11	1	-1	2	-3
O=C(Cn1cnc2c(OCc3ccccc3)ncnc21)NCc1ccccc1	/	1	-2	8	/	/	1	6	/
CCCc1cc(C(=O)Cc2nc3ccccc3s2)c(O)cc1O	1	9	0	7	3	-3	5	0	-12
O=C(CSc1cccc[n+]1[O-])Nc1ccc2c(c1)OCO2	2	5	2	-4	-4	-4	0	-1	12
COc1ccc(NC(=O)Nc2ccc3c(c2)C(=O)N([C@@H](C)CO)C[C@@H](C)[C@@H](CN(C)CC2CCCCC2)O3)cc1	/	5	4	1	/	/	7	41	/
c1ccc2c(c1)nc(CN1CCOCC1)n1c3ccccc3nc21	12	6	6	-2	-3	5	4	9	-21
CCCOc1ccc(-c2nc(C#N)c(N3CCc4ccccc4C3)o2)cc1	0	-7	-1	1	-7	-3	-1	10	2
CCOC(=O)N=Nc1c(O)n(CC)c2ccccc12	4	1	5	3	10	2	4	3	-5
COc1ccc(OC)c(S(=O)(=O)N2CCN(C(=O)c3ccco3)CC2)c1	2	-8	6	1	-25	2	-2	-9	-10
CC(=O)Nc1ccccc1C(=O)N1CCc2ccccc21	2	9	-1	5	-11	3	-5	0	-11
O=C1[C@H]2[C@@H](c3ccc(Cl)cc3)N3C(=O)N(c4cccc(Br)c4)C(=O)[C@@]3(Cc3ccc(Cl)cc3)[C@H]2C(=O)N1C1CCCCC1	-18	2	-43	-29	14	-9	-21	-1	-1
CC(=O)OCC(OC(C)=O)C(OC(C)=O)C(OC(C)=O)C(=O)Nc1ccccc1C (stereo not given)	-1	4	2	-10	6	2	-5	9	0
CCOc1ccc(NC(=O)c2cccc(-n3cccc3)c2)cc1S(=O)(=O)N1CCOCC1	-12	22	5	15	/	-11	4	19	13
CCN(CC)S(=O)(=O)c1cccc(NC(=O)COC(=O)C2COc3ccccc3O2)c1 (stereo not given)	3	10	0	2	-2	-1	4	8	13
CC1(C)C2([N+](=O)[O-])CN3CC1([N+](=O)[O-])CN(C2)C31CCCC1	5	1	-6	-1	-6	2	0	6	-15
C=CCNC(=S)N/N=C/c1ccc(C)c([N+](=O)[O-])c1	-1	-4	-8	-6	-9	5	2	11	-1
CC(C)Cn1c(N)c(C(=O)COC(=O)c2cc(C(F)(F)F)nc3ccccc23)c(=O)n(C)c1=O	3	-6	/	/	-6	-1	/	-9	-5
Cc1nc2c(-c3ccccc3)c(C)nn2c(C)c1CCC(=O)N1CCOCC1	-1	4	5	7	2	-2	7	11	3
CN1[C@@H](CC(=O)c2ccccc2)CCC[C@H]1C[C@H](O)c1ccccc1	/	-3	10	0	/	/	2	-24	/
O=C(N/N=C\c1ccc(OC(=O)c2cccs2)cc1)c1ccc(Cl)cc1	0	4	-16	8	5	-8	-1	13	-11
CCN(CC)S(=O)(=O)c1cccc(NC(=O)C2CC(=O)N(c3ccc4c(c3)OCCO4)C2)c1 (stereo not given)	-4	0	6	0	3	-2	-1	-4	5
CCN(CC)c1ccc(S(=O)(=O)N2CCOCC2)cc1NC(=O)CN1CCc2ccccc2C1	3	4	8	4	-2	1	6	12	-7
CCN(CC)CCOC(=O)c1ccc(N/C=C(/C#N)c2nc(-c3ccc(OC)cc3)cs2)cc1	-3	7	0	-4	8	0	-3	37	47*
Nc1nnc(CCCCCCCCCCc2nnc(N)s2)s1	-1	-1	-6	-4	14	-3	4	2	11
Cc1ccc(NC(=O)CN2C(=O)COc3ccc(S(=O)(=O)N4CCOCC4)cc32)cc1N(C)C	6	5	12	4	8	-2	8	-2	-19
CCOC(=O)c1cc(NC(=O)c2ccoc2C)cc(C(=O)OCC)c1	-11	3	0	-8	1	-9	3	-4	3
O=C(CSC(=S)N1CCCCC1)Nc1nc(-c2ccccc2)c(-c2ccccc2)o1	-7	8	8	-5	36*	-5	5	4	26
CCOCCCNCC(=O)Nc1cc(S(=O)(=O)N2CCOCC2)ccc1N1CCOCC1	/	0	9	10	/	/	2	-1	/
O=C(c1cc([N+](=O)[O-])ccc1Cl)N1CCN(c2ccc([N+](=O)[O-])cc2)CC1	12	4	11	0	8	2	3	65*	4
CCCCNC(=O)Cn1cnc2sc(C)c(S(=O)(=O)N3CCN(c4ccccc4OC)CC3)c2c1=O	-3	-1	8	0	1	0	0	-1	-1
CCC1CCCCN1CCCNC(=O)c1ccc2c(c1)NC(=O)CN2C (stereo not given)	3	0	7	2	-13	-6	5	32	-14
O=C1[C@H]2[C@H](C=CC[C@H]2C(=O)N2CCOCC2)CCN1Cc1ccc(Cl)c(Cl)c1	-6	3	/	/	11	-2	/	17	12
CCC(NC(=O)CC[C@H]1O[C@@H](n2cc(C)c(=O)[nH]c2=O)C[C@@H]1O)c1ccccc1 (stereo not given in full)	/	8	5	-4	/	/	4	/	/
Cc1cc(C)c(C#N)c(N2CCN(Cc3ccc4c(c3)OCO4)CC2)n1	0	0	0	-2	-5	3	1	-2	-2
Fc1ccc(Cn2nnc(-c3ccc(Cl)cc3)n2)cc1	8	5	2	-7	-4	-5	3	-16	5
COc1ccc(CNC(=O)COC(=O)C2CC3C=CC2C3)cc1 (stereo not given)	-4	3	0	2	-5	4	2	16	6
Cc1nnsc1C(=O)N1CCC(C(=O)c2ccccc2)CC1	6	2	9	5	8	3	7	1	11
O=C(COc1ccc(F)cc1)N(Cc1cccs1)C1CCS(=O)(=O)C1 (stereo not given)	-2	5	5	7	8	-1	10	15	12
c1ccc(-n2nnnc2Oc2ccc(-c3nnco3)cc2)cc1	6	6	-3	-6	-2	0	-2	-2	6
CC1Cc2cc(/C(O)=C3/C(=O)C(=O)N(Cc4ccco4)C3c3cccs3)ccc2O1 (stereo not given)	-2	3	6	5	-14	1	9	-14	-23
Cc1c(C(c2cccs2)c2c(C)n(C)n(-c3ccccc3)c2=O)c(=O)n(-c2ccccc2)n1C	9	6	5	1	0	3	6	1	3
CCn1cc(C(=O)NC2CCCc3c2cnn3-c2cccc(C)c2C)cn1 (stereo not given)	-1	4	9	-5	0	1	-1	-8	-10
CCn1cc([N+](=O)[O-])c(C(=O)Nc2nc(-c3ccc(C)c(C)c3)c(C)s2)n1	-3	3	-1	-5	10	-2	-1	-5	2
O=C(CSc1nccc2ccccc12)N1CCN(Cc2ccc3c(c2)OCO3)CC1	12	0	-1	1	7	3	3	20	18
CCCNC(=O)NC(=O)CN1C(=O)NC(C)(c2ccc(C)cc2)C1=O (stereo not given)	2	-4	-1	-2	13	-4	3	0	3
CCCNC(=O)CSc1nccn1Cc1ccc(OC)cc1	-7	9	11	1	-7	-4	0	16	1
O=C(Cc1n[nH]c(=O)c2ccccc12)OCc1c(Cl)cccc1Cl	-2	3	-2	1	-2	1	-1	-3	6
CCOC(=O)c1sc(NC(=O)C(C)C)c(C#N)c1C	6	2	6	-3	-2	0	3	11	-22
Cc1ccc(S(=O)(=O)NCc2c(-c3ccccc3)c3cc(Cl)ccc3[nH]c2=O)cc1	1	-4	1	4	7	-2	5	-10	4
Cc1ccc(-c2nc(N)sc2C)cc1	3	1	6	3	0	1	12	13	7

Reformatted as labelled records: part of the list above
Cc1ccc(-c2nc(N)sc2C)cc1
  LYPLA2 counter: 3; pPAFAH FP inh: 1; PAFAH1B3 FP inh: 6; PAFAH2 FP inh: 3; EBNA-1 inh: 0; LYPLA1 inh: 1; PAFAH1B2 inh: 12; PREPL inh: 13; ZTA counter: 7

CC1Cc2cc(/C(O)=C3/C(=O)C(=O)N(Cc4ccco4)C3c3cccs3)ccc2O1 (stereo not given)
  LYPLA2 counter: -2; pPAFAH FP inh: 3; PAFAH1B3 FP inh: 6; PAFAH2 FP inh: 5; EBNA-1 inh: -14; LYPLA1 inh: 1; PAFAH1B2 inh: 9; PREPL inh: -14; ZTA counter: -23

(listing goes on)
SMILES	LYPLA2 counter	pPAFAH FP inh	PAFAH1B3 FP inh	PAFAH2 FP inh	EBNA-1 inh	LYPLA1 inh	PAFAH1B2 inh	PREPL inh	ZTA counter
CC(C)NC(=O)c1ccccc1NC(=O)c1ccccc1N(C)S(C)(=O)=O	1	1	-6	1	1	-5	-2	8	-10
Cc1ccc(C(=O)C2=C(O)C(=O)N(c3ncccn3)C2c2ccc(Cl)cc2)o1 (stereo not given)	3	5	6	1	2	2	7	1	14
O=C(OCC(=O)N1CCN(C(=O)c2ccco2)CC1)c1cncc(Br)c1	5	1	13	4	/	-3	7	7	-14
CCOC(=O)C1=C(C)Nc2nnnn2C1c1c[nH]c2ccccc12 (stereo not given)	1	1	/	/	-6	-3	/	-17	0
N#CC1=C(N)N(c2ncn[nH]2)C2=C(C(=O)CCC2)C1c1ccccc1 (stereo not given)	1	6	-1	1	0	-2	7	6	-6
C/C(Cc1ccccc1)=N\NC(=O)CNC(=O)c1ccc(F)cc1	-1	2	2	1	-10	-1	-2	6	-11
COc1ccc(NC(=O)C2CCCN(S(=O)(=O)c3ccc(-n4cnnn4)cc3)C2)cc1 (stereo not given)	-2	3	5	-4	1	1	4	-4	8
O=C(Nc1ccccc1N1CCCC1)c1ccc(Br)o1	0	3	2	2	2	2	2	10	-8
COc1cc2[nH]c3c(=O)n4c(nc3c2cc1OC)SCCC4	3	8	2	6	3	-1	1	3	6
CN(CC(=O)Nc1cccc(S(=O)(=O)N2CCCC2)c1)Cc1ccccc1	/	3	4	5	/	/	7	13	/
CCOC(=O)/C=C/CN(C(=O)OC(C)(C)C)S(=O)(=O)N1CC=CC1	-6	-4	-1	-9	5	-6	2	4	-11
O=C(NCCC1CCCCN1S(=O)(=O)c1ccccc1)C(=O)NCC1CCCO1 (stereo not given)	0	2	3	1	-14	-4	5	-12	9
O=C(CCNC(=O)c1ccccc1Cl)Nc1nc2ccc(F)cc2s1	-2	6	7	6	/	-3	1	10	-17
Cn1c(SCC(=O)NCc2ccccc2)nc2ccccc21	1	3	-4	-2	3	0	8	5	4
O=C(CSc1n[nH]c(-c2ccccc2O)n1)N1CCOCC1	-5	-4	2	-4	-4	0	13	-5	0
CCOC(=O)c1[nH]c2ccccc2c1NC(=O)CN1CCCCC1	10	2	7	-1	4	5	0	1	1
Cc1ccc(S(=O)(=O)c2c(N)n(CCN3CCOCC3)c3nc4ccccc4nc23)cc1C	-6	2	4	7	7	-5	0	3	6
